# bovine MsrA act: bovine MsrA enzyme activators, primary screen, biochemical, absorbance, HTS; purified bovine MsrA, absorbance read-out; Methionine sulfoxide reductase A (Bos taurus); activation, % at 10.6 µM; actives 0.3% (n = 360,000); in the data active = activation above about 7.5%;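 also: 0% = vehicle and 100% = reference activator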
# eLon inh: inhibitors of E. coli Lon protease, primary screen, biochemical, fluorescence polarization | purified E. coli Lon protease | P0A9M0 | actives 0.42% (n = 360,000) | inhibition, % at 7.94 µM; in the data active = inhibition above about 13%, passing the limit was not always enough;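 also: 0% = enzyme with probe and DMSO and 100% = no enzyme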
# MT1-MMP act inh: blockers of MT1-MMP proenzyme processing, primary screen, HT1080 RFP-PRO-GFP cells, GFP/RFP fluorescence. Matrix metalloproteinase-14 (Homo sapiens), P50281. actives 0.061% (n = 360,000). GFP/RFP ratio fluorescence, overnight; percent of plate control window, DMSO zero. GFP/RFP ratio change, % at 20 µM;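 active = GFP/RFP ratio change of at least 30% with cell ATP level not reduced by more than half and red fluorescence within 50% of control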; also: strong numbers were not always called active
#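 Test system: HT1080 cells expressing an RFP-PRO-GFP fluorescent reporter construct / Compound dosing: single-point 20 µM compound, 1% DMSO / Schedule: cells overnight before dosing, compound overnight, 37 °C, 5% CO2 / Evaluation: GFP/RFP fluorescence ratio / Control set: DMSO and RFP-L50D-GFP cell wells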
# MsrA inhibitor: bovine MsrA enzyme inhibitors, primary screen, biochemical, absorbance, HTS | Methionine sulfoxide reductase A (Bos taurus) | purified bovine MsrA, absorbance read-out | inhibition, % at 15.5 µM | actives 0.75% (n = 360,000) | AID 651718, 2012; in the data active = inhibition above about 4.5%;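 also: 0% = vehicle wells with enzyme and 100% = reference inhibitor wells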
# NRP1-CendR mod: modulators of CendR peptide binding to NRP-1, primary screen, biochemical, fluorescence polarization, uHTS. FAM-RPARPAR peptide binding to NRP-1. actives 0.85% (n = 360,000). Neuropilin-1 (Homo sapiens), O14786. inhibition, % at 25 µM;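 active = inhibition or corrected inhibition above about 18%, plus a signal ratio from 0.5 to 1.5, limit read from the data, passing the limit was not always enough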; also: strong numbers were not always called active
# FAS TE block: FAS thioesterase domain inhibitors, primary screen, biochemical, fluorescence intensity, uHTS. Fatty acid synthase (Homo sapiens), P49327. recombinant FAS-TE, OMFH fluorogenic substrate, fluorescence endpoint. inhibition, % at 15 µM. actives 0.67% (n = 360,000);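 active = compounds whose normalised, plate-corrected inhibition of enzyme fluorescence in the single-dose primary screen is 50% or more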;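 also: 0% = DMSO with enzyme and 100% = substrate without enzyme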
# Target sequence (P49327 whole entry, looked up, the tested form may be a part): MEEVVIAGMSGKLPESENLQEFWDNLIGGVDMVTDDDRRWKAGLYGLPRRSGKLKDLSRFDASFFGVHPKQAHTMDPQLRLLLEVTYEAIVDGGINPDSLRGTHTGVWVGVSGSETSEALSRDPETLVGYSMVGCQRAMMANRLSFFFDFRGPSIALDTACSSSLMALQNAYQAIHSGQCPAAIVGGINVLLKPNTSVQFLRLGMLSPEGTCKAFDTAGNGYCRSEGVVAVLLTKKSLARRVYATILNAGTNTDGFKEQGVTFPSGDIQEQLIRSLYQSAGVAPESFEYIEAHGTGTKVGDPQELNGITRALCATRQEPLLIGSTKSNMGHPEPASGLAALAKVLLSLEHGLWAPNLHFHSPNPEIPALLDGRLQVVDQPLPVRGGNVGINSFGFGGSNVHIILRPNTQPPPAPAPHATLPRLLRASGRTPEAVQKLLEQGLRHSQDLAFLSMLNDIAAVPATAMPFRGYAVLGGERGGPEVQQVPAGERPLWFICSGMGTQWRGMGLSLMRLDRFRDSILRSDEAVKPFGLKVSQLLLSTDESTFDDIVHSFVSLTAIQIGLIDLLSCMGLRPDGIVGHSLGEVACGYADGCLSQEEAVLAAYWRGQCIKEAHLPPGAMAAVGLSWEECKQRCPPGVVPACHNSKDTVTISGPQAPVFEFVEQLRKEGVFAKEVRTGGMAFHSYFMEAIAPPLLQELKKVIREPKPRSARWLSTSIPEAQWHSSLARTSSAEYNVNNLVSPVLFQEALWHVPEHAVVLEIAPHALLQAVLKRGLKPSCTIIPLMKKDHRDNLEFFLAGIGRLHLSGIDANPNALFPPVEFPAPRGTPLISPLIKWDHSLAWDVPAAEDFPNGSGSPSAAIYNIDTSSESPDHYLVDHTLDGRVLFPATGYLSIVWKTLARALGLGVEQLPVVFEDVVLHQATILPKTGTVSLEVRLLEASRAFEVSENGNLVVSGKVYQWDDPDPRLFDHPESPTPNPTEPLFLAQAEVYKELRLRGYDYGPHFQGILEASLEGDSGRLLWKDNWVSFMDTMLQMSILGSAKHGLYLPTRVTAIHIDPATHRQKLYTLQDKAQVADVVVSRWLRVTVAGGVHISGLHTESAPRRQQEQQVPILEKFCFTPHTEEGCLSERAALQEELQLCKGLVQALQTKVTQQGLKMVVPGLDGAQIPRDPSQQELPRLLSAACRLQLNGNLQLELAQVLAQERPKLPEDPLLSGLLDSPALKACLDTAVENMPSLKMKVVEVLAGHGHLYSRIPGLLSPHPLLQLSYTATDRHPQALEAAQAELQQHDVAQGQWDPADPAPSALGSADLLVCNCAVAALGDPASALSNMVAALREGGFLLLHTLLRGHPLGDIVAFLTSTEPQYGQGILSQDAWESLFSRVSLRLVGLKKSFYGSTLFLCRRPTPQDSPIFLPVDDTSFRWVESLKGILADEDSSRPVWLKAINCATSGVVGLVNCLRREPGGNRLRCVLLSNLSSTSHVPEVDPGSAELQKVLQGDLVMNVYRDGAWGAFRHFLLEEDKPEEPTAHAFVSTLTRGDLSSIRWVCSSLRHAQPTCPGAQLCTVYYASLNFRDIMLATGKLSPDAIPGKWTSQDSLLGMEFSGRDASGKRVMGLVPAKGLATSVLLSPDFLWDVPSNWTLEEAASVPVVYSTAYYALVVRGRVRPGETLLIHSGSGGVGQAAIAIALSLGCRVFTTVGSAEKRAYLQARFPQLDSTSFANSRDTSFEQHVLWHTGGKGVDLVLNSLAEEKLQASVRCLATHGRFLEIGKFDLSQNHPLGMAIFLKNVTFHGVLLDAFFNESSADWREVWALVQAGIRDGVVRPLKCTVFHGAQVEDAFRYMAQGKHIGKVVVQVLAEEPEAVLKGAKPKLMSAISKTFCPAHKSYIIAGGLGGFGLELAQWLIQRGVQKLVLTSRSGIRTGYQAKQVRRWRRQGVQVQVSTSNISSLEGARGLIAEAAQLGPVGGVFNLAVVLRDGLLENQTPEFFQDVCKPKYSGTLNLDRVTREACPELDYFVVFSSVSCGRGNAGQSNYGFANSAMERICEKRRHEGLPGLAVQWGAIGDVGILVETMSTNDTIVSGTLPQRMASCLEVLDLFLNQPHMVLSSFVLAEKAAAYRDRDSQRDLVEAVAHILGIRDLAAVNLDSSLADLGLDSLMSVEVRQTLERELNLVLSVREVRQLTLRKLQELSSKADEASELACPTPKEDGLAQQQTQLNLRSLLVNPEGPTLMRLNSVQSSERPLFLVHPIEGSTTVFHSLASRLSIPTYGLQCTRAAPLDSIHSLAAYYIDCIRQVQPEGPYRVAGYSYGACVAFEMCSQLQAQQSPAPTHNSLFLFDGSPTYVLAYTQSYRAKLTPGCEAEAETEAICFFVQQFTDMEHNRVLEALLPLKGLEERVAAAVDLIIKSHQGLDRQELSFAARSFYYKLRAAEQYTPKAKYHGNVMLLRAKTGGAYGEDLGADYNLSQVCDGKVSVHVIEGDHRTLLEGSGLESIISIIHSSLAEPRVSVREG
# MLLE-PAM2 inh: inhibitors of PABP1 MLLE–PAM2 peptide binding, primary screen, biochemical, fluorescence polarization, FITC-PAM2, GST-MLLE; Polyadenylate-binding protein 1 (Homo sapiens), P11940; inhibition, % at 20 µM; actives 0.36% (n = 360,000); AID 588489, 2011; in the data active = inhibition above about 35%, passing the limit was not always enough;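 also: plate controls were DMSO wells with GST-MLLE for no effect and wells lacking GST-MLLE protein for full effect; some results filed as inactive read as strong as hits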
# SKN-1 inh: suppressors of acrylamide-induced Pgst-4::GFP reporter in worms, primary screen, SKN-1 inhibitor project, whole organism, uHTS, GFP/RFP fluorescence ratio, strain VP596; inhibition, % at 21.8 µM; C. elegans VP596 Pgst-4::GFP/RFP ratio, 24 h; actives 0.49% (n = 360,000);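 active = interference check ratio from 0.5 to 1.5 plus GFP to RFP signal ratio inhibition reaching or exceeding a fixed threshold, cut at about 30% in these data, passing the limit was not always enough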; also: some compounds called inactive have numbers as strong as hits
# TbMetRS inhib: T. brucei MetRS inhibitors, primary screen, biochemical, luminescence; purified T. brucei MetRS, ATP depletion, Kinase-Glo luminescence; inhibition, % at 11.9 µM; actives 0.4% (n = 360,000); AID 624268, 2012;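 active = inhibition above a per-plate cutoff of the control wells' mean inhibition plus 3 SD, cut at about 5.5% in these data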;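 also: 0% = DMSO wells median and 100% = median of wells with control inhibitor compound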
#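 Material – parasite MetRS enzyme · Medium – HEPES-MgCl2-KCl buffer plus DTT, spermine, BSA, pyrophosphatase · Reagent – ATP, methionine and E. coli bulk tRNA substrates · Times – 15 min enzyme-compound preincubation, 2 h reaction, 10 min detection, 25 °C · Measured by – luminescence of leftover ATP · Evaluation – percent inhibition relative to median high and low control wells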
# The depositor's hits bear a star; . = not tested or not shown.
SMILES,bovine MsrA act,eLon inh,MT1-MMP act inh,MsrA inhibitor,NRP1-CendR mod,FAS TE block,MLLE-PAM2 inh,SKN-1 inh,TbMetRS inhib
Cc1ccc(NC(=O)N2CCC(NC(=O)c3cccc(F)c3)CC2)cc1,0,10,2,0.9,17,-1,-5,23,0.2
CNC(=S)N/N=C(\C)c1cccc(C(F)(F)F)c1,-2,5,0,3.3,3,3,23,8,-0.6
N#CCCN(C(=O)COC(=O)COc1ccc(Cl)cc1)c1ccccc1,-1,-7,-1,1.2,2,5,17,3,-0.5
COc1ccc(/C=C/C(=O)Oc2ccc(C=O)cc2OC)cc1,7,6,2,1.3,1,12,10,5,-0.2
CCOc1cccc(C2C(C(=O)c3ccc(C)o3)=C(O)C(=O)N2Cc2ccccc2)c1 (stereo unspecified),-5,-12,0,0.5,-11,-1,-8,9,-0.2
NCCNC(=O)Cc1ccc(NC(=O)Cc2ccc(Nc3ncnc4c3ncn4[C@@H]3O[C@H](CO)[C@@H](O)[C@H]3O)cc2)cc1,-2,-2,1,-0.8,-10,-2,-2,9,-0.5
CCCC(=O)NC(=S)Nc1cccc(NC(=O)c2ccc(Cl)cc2Cl)c1,2,-8,4,-0.1,-1,17,28,-22,0.7
Cc1cccc(N2C(=O)C3C(c4ccccc4)OC4(C(=O)c5ccccc5C4=O)C3C2=O)c1 (stereo unspecified),-6,0,-2,-0.6,-16,-2,7,2,-1.1
CC(NC(=O)CNC(=O)c1ccccc1Br)c1cccs1 (stereo unspecified),-2,-2,2,-0.5,1,-7,-7,16,-0.3
COc1ccc(-c2cc(-c3cccs3)nc3sc(C#N)c(N)c23)cc1,-3,-6,-3,-0.8,-12,18,-16,-2,-0.6
C[N+]1(CC(=O)OCCCC2CCCCC2)CCCC1,-8,1,-4,0.9,4,-3,-119,6,-1.1
CC(CCc1ccc(O)cc1)NCCc1ccc(O)c(O)c1 (stereo unspecified),-5,-3,3,0.9,-5,-6,-8,4,-1.2
CNC(=O)C1CCN(S(=O)(=O)c2c(C)noc2/C=C/c2cccc(OC)c2)CC1,-8,2,2,0.9,-17,-6,14,-3,-0.2
CCOc1ccc(-c2c(C)sc3nc[nH]c(=O)c23)cc1,3,1,0,3.2,-2,-1,-22,11,-0.6
CCCN1CCN(C(=O)Cn2cnc3ccc(S(=O)(=O)N4CCC(C)CC4)cc3c2=O)CC1,-1,2,2,-2.1,-4,-1,11,0,-0.9
O=c1c2ccc([N+](=O)[O-])cc2ncn1CCOc1ccc(Cl)cc1,1,-9,2,-0.3,-18,29,-35,15,-0.5
O=C(O)c1cn(Cc2ccccc2)nc1-c1cccnc1,-12,3,0,0.1,11,-11,-7,-14,-1.1
CCC(Sc1nccn1C)C(=O)Nc1nnc(C)s1 (stereo unspecified),-1,-6,0,0.3,-13,-4,16,-3,0.3
O=C(O)C[C@H]1c2cc(F)ccc2S(=O)(=O)N1C1CCCC1,-1,4,1,-0.2,14,-8,-16,19,0.2
CSCc1ccc(C(=O)N2CCCC(Nc3ccc4c(c3)OCCO4)C2)o1 (stereo unspecified),0,3,-1,-0.6,11,-5,3,-2,-0.1
Cc1ccc(N=Nc2c(N)[nH]n3c(=O)cc(C)nc23)cc1,-2,-11,4,1.5,-9,-14,4,0,-0.6
Cc1ccc(S(=O)(=O)N2CCCCC2)cc1C(=O)Nc1ccc2cn[nH]c2c1,-2,-2,3,-0.9,-6,6,-8,7,-0.6
FC(F)(F)c1cccc(N2CCN(c3nnnn3-c3ccccc3)CC2)c1,-4,-3,-2,-0.8,4,22,-2,15,-0.4
Fc1ccc(C2CC(c3cccs3)=NN2c2ccccc2)cc1 (stereo unspecified),-5,-8,-4,1.3,-1,24,7,6,-0.2
CCC(C)CN1C(=O)CN(S(C)(=O)=O)CC1(C)C(=O)Nc1ccc2c(c1)OCCO2 (stereo unspecified),.,.,-2,0.7,-14,.,.,-1,-1.1
COc1ccccc1/C=C/CN1CCC(n2nccc2NC(=O)CCc2ccccc2)CC1,-1,5,6,0.0,-12,-3,1,8,0.3
COCCN(C(=O)CCc1ccccc1OC)c1nnc(-c2cccnc2)s1,-3,1,3,0.7,1,3,11,6,-0.8
O=C(NCCCn1ccnc1)/C(=C/c1ccc(Cl)cc1)NC(=O)c1ccccc1,4,1,-1,1.1,11,-8,-1,4,1.0
O=C(NCC1CCCCC1)NCC1CCCCC1,-2,0,-5,-1.1,-10,15,7,6,1.2
Cc1ccc(-c2c(C#N)c(N)n(-c3ccc(Cl)cc3)c(=O)c2C#N)cc1,0,-1,1,2.1,-1,-3,-1,-8,-0.2
CCOC(=O)C(C)(C)Sc1nc2c(cnn2-c2ccc(Cl)cc2)c(=O)[nH]1,-3,3,-5,1.6,-8,8,7,-3,0.6
COc1cccc(CNC(=O)[C@@H]2CCCN2C(=O)[C@@H]2CCCN2S(=O)(=O)c2ccc(OC)c(C)c2)c1,-2,5,4,0.1,-1,-11,.,0,0.2
Cc1ccc(F)cc1NC(=O)C1CCCN(c2ncccn2)C1 (stereo unspecified),-2,-8,1,1.7,0,-2,3,-12,0.1
CC(C)=C1SC(N2CCN(c3cccc(Cl)c3)CC2)=NC1=O,-5,-5,-3,-0.2,-10,-1,-11,5,0.4
COc1ccc(-c2nc(CS(=O)CC(=O)NC3CCCCC3)c(C)o2)cc1 (stereo unspecified),1,1,2,0.0,22,-7,-1,18,-0.3
O=c1c(-c2ccnn2-c2cccc(Cl)c2)cnc2n1CCS2,1,-19,1,1.3,-5,0,7,21,0.1
Cc1nc(Cc2ccc(OC(C)C)cc2)[nH]c(=O)c1CC(=O)O,-2,-8,-2,0.4,3,-2,5,6,-0.2
Cc1ccc(S(=O)(=O)NCCSc2ccccc2)cc1[N+](=O)[O-],-1,-4,-1,-1.1,10,30,-12,1,0.8
COc1ccc(CC(=O)O/N=C(\N)c2ccc(C)cc2)cc1,-1,3,2,-0.5,-3,14,3,19,-0.4
Cc1cnc(NC(=O)c2ccc(OCC3CCCO3)cc2)s1 (stereo unspecified),-6,0,0,2.5,-6,1,11,4,-0.8
Cc1nc2ccc(NC(=O)c3ccc(Cl)s3)cc2s1,-4,-5,2,0.0,-6,2,-3,5,-0.5
Cc1ccc(N(Cc2ccccc2)C(=O)CN2C(=O)NC3(CCCC3)C2=O)cc1,2,-4,-1,0.4,8,1,13,-7,-0.2
CCc1cccc(C)c1NC(=O)CCCn1c(=O)c2cccn2c2cccnc21,-2,0,1,0.2,6,-3,-9,2,-0.1
CCC(=O)NC(Nc1ncc(C)s1)(C(=O)OC)C(F)(F)F (stereo unspecified),-11,2,-3,-1.2,-3,-8,13,-5,-0.6
O=[N+]([O-])c1ccc2oc(-c3cccc(O)c3)nc2c1,-6,-10,-5,1.9,2,29,10,17,-0.3
O=C(Nc1ccccc1)Nc1ccc2ocnc2c1,-11,7,-7,-0.5,5,0,4,-4,0.1
CNC(=S)Nc1ccc(N2CCCC2)c(S(=O)(=O)Nc2ccc(OC)cc2)c1,-8,0,-2,1.5,42*,0,3,10,-0.5
O=C(CCS(=O)(=O)c1ccc(Cl)cc1)Nc1nc(-c2cccnc2)cs1,0,2,-6,-0.6,3,1,-7,-6,-0.3
O=C(NC1CCCCC1)C(=S)NCCc1ccccc1,-2,0,-3,1.5,24,16,30,1,-0.5
CC(C)OC(=O)c1cc(NC(=S)Nc2ccc([N+](=O)[O-])cc2)cc(C(=O)OC(C)C)c1,0,-3,-2,1.4,-2,21,34,0,-0.5

# (next part)
SMILES,bovine MsrA act,eLon inh,MT1-MMP act inh,MsrA inhibitor,NRP1-CendR mod,FAS TE block,MLLE-PAM2 inh,SKN-1 inh,TbMetRS inhib
CC1=CC(c2ccccc2)n2nc(NC(=O)CCC(=O)O)nc2N1 (stereo unspecified),-1,6,-8,-0.2,-7,-6,13,12,0.2
Cc1cc(C)c(C)c(S(=O)(=O)N2CCN(CC(=O)Nc3sccc3C#N)CC2)c1C,-2,-4,-6,-0.3,-3,34,6,11,-0.5
COC(=O)c1cc(-c2cccc(OC)c2)c2c(=O)[nH]c(=O)n(C)c2n1,-2,0,7,1.4,2,-4,14,12,1.8
O=C(O)c1ccccc1C(=O)NCc1cccnc1,-3,-6,3,1.4,16,-4,-2,-5,-1.2
Cc1nc(NC(=O)c2ccccc2)sc1C1(C)CC(c2c(Cl)cccc2Cl)=NO1 (stereo unspecified),-10,3,4,0.4,7,9,20,-3,0.5
Cc1cc(C(=O)N/N=C/c2ccncc2)c2ccccc2n1,-5,-7,2,-0.2,-3,-7,-10,-9,-0.3
CCN1C(=O)CSC1=Nc1ccc(Cl)c(Cl)c1,-2,-5,-1,-1.9,10,11,-3,12,0.2
CCCCn1nnnc1C(c1ccccc1)N1CCN(c2ccc(C(F)(F)F)cn2)CC1 (stereo unspecified),3,-1,-2,-0.8,-3,27,.,10,-0.7
Oc1ccc(-c2csc(-c3ccccc3)n2)cc1O,-4,5,-5,0.2,7,0,-3,0,-0.4
O=C(CN1CCOCC1)NCc1cc([N+](=O)[O-])ccc1O,0,-5,6,-0.4,4,-7,12,6,-0.3

# Some entries already given with just MLLE-PAM2 inh.
SMILES | MLLE-PAM2 inh
CCc1cccc(C)c1NC(=O)CCCn1c(=O)c2cccn2c2cccnc21 | -9
CCC(=O)NC(Nc1ncc(C)s1)(C(=O)OC)C(F)(F)F (stereo unspecified) | 13
O=[N+]([O-])c1ccc2oc(-c3cccc(O)c3)nc2c1 | 10
O=C(Nc1ccccc1)Nc1ccc2ocnc2c1 | 4

# (cont.)
SMILES,bovine MsrA act,eLon inh,MT1-MMP act inh,MsrA inhibitor,NRP1-CendR mod,FAS TE block,MLLE-PAM2 inh,SKN-1 inh,TbMetRS inhib
Cc1sc2ncnc(N3CCC(C(=O)N(C)CC(=O)Nc4ccc(Cl)c(C(F)(F)F)c4)CC3)c2c1C,-2,6,-7,-0.8,0,13,6,14,-0.2
CC(=O)c1ccc(NC(=O)COC(=O)c2ccc(F)cc2F)cc1,-2,2,1,1.9,1,2,0,2,0.1
Fc1cccc(CNC2CCN(CCc3ccccc3)CC2)c1,-3,-8,5,0.4,-5,-6,13,0,1.9
O=C1C2C3C=CC([C@@H]2C(=O)N1C1CCCCC1)[C@H]1C(=O)N(C2CCCCC2)C(=O)C31 (stereo partly specified),0,0,-6,0.0,10,2,-2,-4,0.1
Cc1cc(S(=O)(=O)NCC(C)C)ccc1OCC(=O)NC1CC1,-1,-6,0,0.3,-2,1,8,0,-0.4
CCOc1ccc(-c2csc(NNC3=NCCCCC3)n2)cc1,-4,-4,5,-0.3,2,-6,37*,4,-0.3

# Screening data (PubChem)
